bIAP activator: bovine intestinal alkaline phosphatase activators, primary screen, biochemical, bovine IAP, CDP-star luminescence. purified bovine IAP, 30 min; hits give high values; fold of DMSO-control signal, blank-subtracted. 200,000 compounds, 0.17% hits. AID 1016, 2008. activation factor at 20 µM. alkaline phosphatase, intestinal [Bos taurus];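 active means activation factor of 2 or more at 20 µM, a signal rise over negative controls twice the positive control's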
NF-kB neuron act: activators of NF-kB expression in neurons, primary screen, cell-based, HTS; human neuronal cells, NF-kB reporter expression; hits give high values; fold change at 12.5 µM; 190,000 compounds, 1.6% hits; AID 1239, 2008; in the data active means fold change above about 3.3
PMI act hi M6P: human PMI activators, high substrate, primary screen, biochemical, fluorescence intensity, near-saturating mannose 6-phosphate | coupled PMI enzyme assay, resazurin fluorescence, 20 min; hits give high values; 1 = untreated enzyme, 0 = substrate-free blank | activation factor at 20 µM | 190,000 compounds, 0.34% hits;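 active means activation factor of 2 or more at 20 µM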
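Test system: human phosphomannose isomerase with PGI, G6PDH, diaphorase coupling enzymes; amount: 15 ng/mL PMI; incubation: enzyme reaction with compound 20 min at room temperature; technique: resorufin fluorescence (Ex 544/Em 590 nm) from resazurin via diaphorase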
TNAP act hi DEA: TNAP activators at high phosphate acceptor level, primary screen, biochemical, luminescence, uHTS; Alkaline phosphatase, tissue-nonspecific isozyme (Homo sapiens), P05186; 200,000 tested, under 10 active; activation factor at 20 µM; purified TNAP, CDP-star luminescence, 1 M DEA, 30 min; hits give high values; 0 = EDTA background, 1 = DMSO-only activity; AID 1136, 2008;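 active means activation factor at least 2 at 20 µM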
Target sequence (P05186 whole entry, looked up): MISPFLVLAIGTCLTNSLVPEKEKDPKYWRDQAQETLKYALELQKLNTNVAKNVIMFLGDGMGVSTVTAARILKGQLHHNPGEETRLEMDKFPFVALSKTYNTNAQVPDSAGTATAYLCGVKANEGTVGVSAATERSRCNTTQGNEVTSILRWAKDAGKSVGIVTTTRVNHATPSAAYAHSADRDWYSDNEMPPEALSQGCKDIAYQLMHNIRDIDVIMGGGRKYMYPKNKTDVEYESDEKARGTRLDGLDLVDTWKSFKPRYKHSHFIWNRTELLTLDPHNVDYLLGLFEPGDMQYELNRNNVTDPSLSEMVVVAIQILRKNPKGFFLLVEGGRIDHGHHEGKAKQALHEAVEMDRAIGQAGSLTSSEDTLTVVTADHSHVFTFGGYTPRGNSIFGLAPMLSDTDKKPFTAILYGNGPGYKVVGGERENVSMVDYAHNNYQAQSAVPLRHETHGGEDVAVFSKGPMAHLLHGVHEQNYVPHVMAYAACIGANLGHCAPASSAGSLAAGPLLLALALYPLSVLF
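Assay system: human TNAP; Input: enzyme diluted 1/800 final; Reagent: CDP-star luminogenic substrate at 100 µM final; Timing: 30 min, room temperature; Signal: luminescence; Evaluation: TNAP activation factor scaled between EDTA and DMSO control wells.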
APP 5'UTR act: activators of APP 5'UTR luciferase reporter, primary screen, SH-SY5Y cells; AID 1276, 2008; SH-SY5Y APP 5'UTR luciferase reporter, luminescence; zero percent = DMSO vehicle wells; activation, % at 2 µM; 190,000 compounds, 1% hits;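 active means activation above a set limit, based on mean plus 3 SD of controls, cut at about 140% in these data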; further: values of inactives mirror those of a sister screen read the other way
FLuc act counter: FLuc activators, initial screening, artefact control for FLuc-dependent activation tests, biochemical, ATPlite luminescence; ATPlite luciferase biochemical, 10 min; 0 = ATP-free wells, 1 = DMSO control; Luciferin 4-monooxygenase (Photinus pyralis), P08659; activation factor at 10 µM; 200,000 tested, under 10 active;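 active means luciferase activation factor, scaled between plate controls, of at least 2 with compound at 10 µM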
Target sequence (P08659 whole entry, looked up): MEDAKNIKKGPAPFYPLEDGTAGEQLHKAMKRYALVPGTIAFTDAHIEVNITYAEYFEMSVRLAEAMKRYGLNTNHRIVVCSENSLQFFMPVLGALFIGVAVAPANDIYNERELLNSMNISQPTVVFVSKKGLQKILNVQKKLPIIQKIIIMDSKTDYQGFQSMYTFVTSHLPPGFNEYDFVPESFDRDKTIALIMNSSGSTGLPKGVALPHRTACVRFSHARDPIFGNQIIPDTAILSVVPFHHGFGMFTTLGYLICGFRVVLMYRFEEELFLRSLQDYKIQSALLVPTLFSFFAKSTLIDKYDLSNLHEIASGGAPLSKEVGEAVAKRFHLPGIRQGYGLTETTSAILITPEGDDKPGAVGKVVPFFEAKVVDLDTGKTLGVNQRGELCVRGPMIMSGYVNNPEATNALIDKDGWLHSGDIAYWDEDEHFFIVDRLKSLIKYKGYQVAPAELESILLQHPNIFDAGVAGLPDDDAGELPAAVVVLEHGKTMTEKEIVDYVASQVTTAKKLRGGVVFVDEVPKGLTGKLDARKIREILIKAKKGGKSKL
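Assay system – cell-free luciferase reagent · Medium – PBS-based ATP solution · Dosing – test compounds dosed from 2 mM stocks in 100% DMSO · Timing – 10 min, room temperature · Technique – light output (luminescence) · Measure – luminescence gain marking luciferase activators · Controls – No-ATP low control, compound-free enzyme-plus-ATP high control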
TNAP inh noacc: human TNAP enzyme inhibitors, primary screen, biochemical, luminescent, no phosphate acceptor, uHTS | 200,000 compounds, 0.26% hits | inhibition, % at 20 µM | purified TNAP, CDP-star luminescence, 30 min | Alkaline phosphatase, tissue-nonspecific isozyme (Homo sapiens), P05186;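 active means tissue-nonspecific alkaline phosphatase inhibition above about 50% at 20 µM in the single-dose screen, limit read from the data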;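 further: 0% = DMSO negative control and 100% = EDTA positive control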
FLuc inhib CS: firefly luciferase enzyme inhibitors, primary screen, artefact control for luciferase-based inhibitor screens, biochemical, luminescence, ATPLite; Luciferin 4-monooxygenase (Photinus pyralis), P08659; 10 min; inhibition, % at 10 µM; 200,000 compounds, 1.5% hits; AID 1006, 2008;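 active means inhibition above about 50% when tested at 10 µM, limit read from the data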
PMI act: activators of human PMI, primary screen, biochemical, fluorescence intensity, near-Km mannose 6-phosphate | activation factor at 20 µM | Mannose-6-phosphate isomerase (Homo sapiens), P34949 | purified human PMI, coupled resazurin fluorescence, 20 min; hits give high values; 1 = vehicle control, 0 substrate-free wells | 190,000 compounds, 0.005% hits | AID 1214, 2008;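 active means activation factor of 2 or more at 20 µM, relative to plate controls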
TNAP inh hi DEA: human TNAP enzyme inhibitors, primary screen, biochemical, luminescent, high phosphate acceptor level, uHTS; Alkaline phosphatase, tissue-nonspecific isozyme (Homo sapiens), P05186; purified TNAP, CDP-star luminescence, 1 M DEA; inhibition, % at 20 µM; 200,000 compounds, 0.03% hits;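 active means over 50% inhibition of tissue-nonspecific alkaline phosphatase at 20 µM in the single-dose screen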;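 further: plate controls were DMSO wells for no effect and EDTA-quenched wells as full inhibition for full effect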
* marks the source's active call; other numbers are inactive results; nt = not tested or not shown. The order is random; about 3.6% have a hit in one of these screens.

smiles	PMI act	TNAP act hi DEA	bIAP activator	NF-kB neuron act	FLuc inhib CS	PMI act hi M6P	TNAP inh hi DEA	FLuc act counter	APP 5'UTR act	TNAP inh noacc
NC(=S)N=Nc1c(O)n(Cc2ccc(F)cc2)c2ccccc12	0.9	0.9	1	0.85	-5	0.9	12	1.1	6	14
COc1ccc2cc(CN(CC3CCCO3)C(=O)Nc3ccccc3OC)c(=O)[nH]c2c1 (stereo not given)	1	1.1	1.1	0.86	-5	0.9	-5	1.1	-19	-4
Cn1c(CCc2nc3ccccc3[nH]2)nnc1SCC#N	nt	1	0.9	1.5	-3	nt	-3	1	-6	-11
N/C(=N\OC(=O)C12CC3CC(CC(C3)C1)C2)c1ccccn1	0.8	1	0.9	1.9	66*	0.9	1	0.3	14	-10
C=CCNC(=S)N1CCc2c([nH]c3ccccc23)C1C (stereo not given)	1.1	1	1	1.1	6	1.1	5	0.9	-8	6
O=C(O)CC(Cc1ccc(Cl)cc1)C(=O)NCc1ccccc1 (stereo not given)	0.9	1	0.7	0.94	-1	1.1	-2	1	15	-8
O=C(c1ccccc1)[C@@H]1[C@@H](C(=O)c2ccc(F)cc2)[C@@]2(C(=O)Nc3ccccc32)[C@H]2c3ccccc3C=CN12	1.2	1	1.1	0.49	-1	1.2	0	1	21	-1
O=C(OC1CCOC1=O)c1cccc(S(=O)(=O)Nc2cccc(Cl)c2)c1 (stereo not given)	0.9	1	0.9	1.2	-9	1	-1	1.1	-3	-9
Cn1c(-n2c(-c3ccco3)nc3ccccc3c2=O)nc2ccccc21	1	1.1	1	0.98	8	1	-6	0.9	-7	-10
CCCCCCOC(=O)C1=C(C)NC(=O)NC1c1ccc(O)cc1 (stereo not given)	1.1	1	0.9	0.91	-4	1.1	-1	1	-6	-11
Cc1ccc(C2=[N+]([O-])C3(CCCCC/C3=N\O)N(O)C2(C)C)o1 (stereo not given)	1	1	1	1.1	1	1.1	-4	1	35	-7
COc1cc(C(=O)NCC(=O)N/N=C(C)\C=C\c2ccccc2)cc(OC)c1OC	0.9	1	1.1	1.1	1	0.9	-4	1	-5	-10
CCC(CC)C(=O)Nc1cc(=O)n(C)c(=O)n1C	1	1	1	0.93	-4	1.1	-5	1	-8	-13
COc1ccc(C(=O)Nc2ccccc2-c2nnn(CC(=O)Nc3ccc4c(c3)OCCO4)n2)cc1	0.8	1	0.8	2.5	-4	0.8	-3	1	4	-4
Cc1cccc(OCC(=O)Nc2nnc(-c3ccco3)s2)c1	1	1	1.1	1.2	-4	1	-3	1	-7	-11
O=C(Cc1c(O)c2ccccc2[nH]c1=O)NCc1cccc(F)c1	1	1	1	1.1	-3	0.9	-3	1	33	-8
C=CCn1c(SCc2nc3ccccc3[nH]2)nnc1-c1ccccn1	0.9	1	1.2	0.92	-5	0.9	-4	1.1	-12	-8
O=C(CSc1nnc2ccccn12)N1CCOCC1	1	1	0.9	1	-5	0.9	-1	1.1	12	-2
CCN(CCO)Cc1csc2ccccc12	1	1	0.9	0.94	-3	0.9	0	1	-2	-18
O=C1N(Cc2ccc(F)cc2Cl)c2ccccc2C12OCCCO2	1.1	1	1	1.1	-9	1	-5	1.1	9	23
CC(C)CCNC1=CC(=O)CC(c2ccccc2)C1 (stereo not given)	1.1	1.1	0.9	1.2	-3	1.1	-5	1	4	-10
O=C(CSc1nc2ccc(Nc3nc(N4CCOCC4)nc(N4CCOCC4)n3)cc2s1)N1CCOCC1	1	1	0.9	0.27	-6	1	-2	1.1	-6	-5
CC(=O)c1ccc(N2CCN(C(=O)c3ccc4c(=O)n(-c5ccccc5)c(=O)[nH]c4c3)CC2)cc1	1.1	1.1	1	0.76	0	1.1	-6	1	-5	-10
Cc1ccc(C)c(N2CCN(CC(=O)Nc3ccc4[nH]c(=O)[nH]c4c3)CC2)c1	1.1	1	1	1.2	-4	1	-1	1	2	-4
CCOC(=O)N1CCC(N2CCN(c3cc(C)ccc3C)CC2)CC1	1.1	1	1.1	1	-2	1.1	-1	1	-6	-8
CCC1OC23CCCCC2C(C#N)(C(=N)O3)C1(C#N)C#N (stereo not given)	1	1	0.9	1	-3	0.8	-4	1	10	-4
CCn1c2ccccc2c2cc(NC(=O)COC(=O)c3ccccc3O)ccc21	1	1	1.1	1.1	-7	1	-3	1.1	9	-7
COc1cccc(-c2ccc(SCC(=O)N3CCc4ccccc43)nn2)c1	0.9	1	0.6	0.92	8	0.9	0	0.9	4	-11
CN1/C(=C\C(=O)Nc2ccc(Cl)cc2)C(C)(C)c2ccccc21	0.8	1	0.7	1.1	-6	0.9	-5	1.1	30	-17
C1CCN(CCCNC2C3CC4CC(C3)CC2C4)C1 (stereo not given)	1	1	1	1.1	-5	1	3	1.1	-3	1
Cc1ccc(NS(=O)(=O)c2ccc(OCC(=O)NCc3ccncc3)cc2)cc1	0.9	1	0.9	0.95	-4	1	0	1	-1	-10
O=C(CCc1nnc(CCC2CCCCC2)o1)NCCc1cccnc1	1.1	1.1	1	0.93	-4	1.1	-6	1	15	-12
Cc1ccc(-n2nc(C)c(C(=O)O)n2)c(C)c1	0.9	0.9	0.9	1.1	-3	1	7	1	-6	-4
COc1cccc(NC(=O)COC(=O)Cc2ccccc2[N+](=O)[O-])c1	1.2	1.1	1.2	1.7	-7	1.1	-7	1.1	16	-10
O=C(Nc1nc(-c2ccc3c(c2)OCO3)cs1)C1CC1	0.8	1	0.8	2.8	16	0.9	-1	0.8	104	-8
Nc1nc(SCn2nnc3ccccc3c2=O)n[nH]1	0.9	1	0.9	1.2	-4	1	-2	1	15	10
Cc1ccc(OC(=O)c2ccccc2C(=O)OCC(F)(F)C(F)F)cc1	0.8	1	1	1.1	-2	0.9	-2	1	7	-3
CCOC(=O)Cn1c(=N)n(CCOc2cccc(C)c2)c2ccccc21	1	1	1	0.88	-6	1	-4	1.1	-6	7
Cc1ccc(Nc2nc(-c3sc(NC(=O)c4ccc([N+](=O)[O-])cc4)nc3C)cs2)cc1	1	0.9	1	1.4	-4	1.2	6	1	2	17
CCOC(=O)N1CCN(c2ncnc3c2oc2nc(C(C)C)c4c(c23)CCC4)CC1	1	1	1.1	1.1	-1	1	-5	1	-27	-10
C=CC(=O)NCCCc1cc(C(C)(C)C)c(O)c(C(C)(C)C)c1	0.9	1	0.8	0.95	-2	1	-2	1	-19	-8
Cc1cccc(OC(=O)CCN2C(=O)C3C4C=CC(C5CC45)C3C2=O)c1C (stereo not given)	1.1	1	1.2	1.2	-8	1.1	-3	1.1	-20	0
CCN=C1S/C(=C\c2cn(C(C)=O)nc2-c2ccccc2)C(=O)N1CC	0.8	1	1	0.9	-2	0.9	3	1	-9	-8
COc1cc(NC(C)=O)c2ncccc2c1[N+](=O)[O-]	0.4	1	1	1.3	-1	0.3	-4	1	-8	-2
CNC(=O)c1ccccc1S(=O)(=O)c1ccccc1C#N	0.9	1.1	0.9	1.1	-2	0.9	-6	1	13	-7

Reprinted at random: 2 records from the list.
smiles	PMI act	TNAP act hi DEA	bIAP activator	NF-kB neuron act	FLuc inhib CS	PMI act hi M6P	TNAP inh hi DEA	FLuc act counter	APP 5'UTR act	TNAP inh noacc
O=C(CCc1nnc(CCC2CCCCC2)o1)NCCc1cccnc1	1.1	1.1	1	0.93	-4	1.1	-6	1	15	-12
O=C(Nc1nc(-c2ccc3c(c2)OCO3)cs1)C1CC1	0.8	1	0.8	2.8	16	0.9	-1	0.8	104	-8

The results go on:
smiles	PMI act	TNAP act hi DEA	bIAP activator	NF-kB neuron act	FLuc inhib CS	PMI act hi M6P	TNAP inh hi DEA	FLuc act counter	APP 5'UTR act	TNAP inh noacc
Cc1ccc(-c2nc(CS(=O)(=O)CC(=O)N3CC(C)CC(C)C3)c(C)o2)cc1 (stereo not given)	0.8	1	1	0.88	3	0.8	-1	1	2	-3
C#CC(C)(CC)NC(=O)c1cc(OC)c(OC)c(OC)c1 (stereo not given)	1.1	1	1	1.1	1	1.1	-3	1	4	11
CCOC(=O)C1=NN(N=O)C2(CC(=O)N(c3cc(C)cc(C)c3)C2=O)C1 (stereo not given)	1.7	1	0.8	0.91	-1	2.2*	-2	1	2	-6
Cc1ccc(S(=O)(=O)N2CCCCC2)cc1NC(=O)CSCC(=O)O	1.2	1	1	1.4	-7	1.1	-1	1.1	5	-12
Cc1nn(CC(=O)c2ccc(Cl)cc2Cl)c(C)[n+]1N	0.9	1	1.2	1.4	0	0.9	4	1	-2	2
O=C(NCc1ccccc1)C1C2C=CC3(CN(Cc4cccnc4)C(=O)C13)O2 (stereo not given)	1	1	1	1.1	-1	1.1	-5	1	3	-11
Cc1ccc(SCCNC(=O)c2ccc(C)c(S(=O)(=O)Nc3ccccc3C)c2)cc1	0.9	1	0.9	0.75	-3	0.9	-3	1	-7	-12
O=C(NCCc1ccccc1)c1ccc(=O)[nH]c1	1	1.1	0.9	1.2	-2	1.1	-5	1	-9	-11
CC(=O)n1c2ccccc2c2nc(NC(C)C)sc21	0.9	1.1	0.6	0.92	-1	0.8	-8	1	19	-48
OC(COCc1ccccc1)CN1CCN(c2ccccc2)CC1 (stereo not given)	0.9	1	1	0.98	0	1.1	-2	1	-8	-6
COCC(=O)Nc1nc2ccccc2s1	1	1	0.9	1.9	-2	1.1	-5	1	7	-4
O=C(CNC(=O)c1ccc(S(=O)(=O)N2CCCC2)cc1)N/N=C/c1c(Cl)cccc1Cl	1	1	1	0.74	0	1	-3	1	9	-5
COc1ccc(/C([O-])=C(/C(=S)Nc2ccc(C)c(C)c2)n2c[n+](C)c3ccccc32)cc1OC	1	1.1	1.1	0.97	-4	1	-5	1	9	1
CC(=NC1CC1)c1c(-c2ccccc2)[nH]n(-c2nc3ccccc3s2)c1=O	1	1	0.9	0.89	-2	0.9	-1	1	6	-11
Cc1ccccc1-c1nc2ccccc2o1	1	1	0.9	1.3	8	1	0	0.9	-2	-12
Cc1nn(Cc2ccccc2)c(C)c1NC(=O)c1cccs1	1	1	1	1.1	-6	1	-4	1.1	11	-8
